Compound activity as filed in PubChem.
hIAP block: human IAP inhibitors, primary screen, biochemical, luminescence, uHTS. AID 2544, 2010. 330,000 compounds, 0.12% hits. inhibition, % at 10 µM. purified IAP, CDP-Star luminescence, 30 min;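 active means inhibition reaching a set limit with compound at 10 µM in the primary screen, cut at about 35% in these data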;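 further: plate controls were DMSO wells with enzyme for no effect and no-enzyme buffer wells for full effect; values of inactives mirror those of a sister screen read the other way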
tim10-1 inh: growth inhibitors of tim10-1 mutant yeast, primary screen, luminescence, uHTS | 330,000 compounds, 2.2% hits | S. cerevisiae tim10-1 ts strain growth, BacTiter-Glo, 24 h | inhibition, % at 20 µM;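 active means inhibition of at least 40%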;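 further: mutant grown at 25 °C; 0% = DMSO wells with yeast and 100% = wells holding no yeast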
mIAP block: inhibitors of mouse IAP, primary screen, biochemical, luminescence, uHTS; intestinal alkaline phosphatase [Mus musculus]; purified mouse IAP, CDP-Star luminescence, 30 min; inhibition, % at 10 µM; 330,000 compounds, 0.2% hits; AID 2806, 2010;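 active means inhibition of at least 40% at 10 µM in the primary screen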;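 further: plate controls were DMSO with enzyme for no effect and no enzyme wells for full effect; values of inactives mirror those of a sister screen read the other way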
mIAP activ: activators of mouse IAP, primary screen, biochemical, luminescence, uHTS. intestinal alkaline phosphatase [Mus musculus]. activation factor at 10 µM. AID 2805, 2010. muIAP, CDP-Star luminescence, 30 min; stronger effect = higher value; 1 = vehicle-only enzyme signal, 0 = enzyme-free wells. 330,000 compounds, 0.24% hits;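 active means activation factor of at least 2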; further: the source names both 10 and 20 µM as test concentration; values of inactives mirror those of a sister screen read the other way
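System: mouse IAP enzyme. Reagent: CDP-Star chemiluminescent phosphatase substrate. Benchmarks: DMSO wells, no-enzyme wells. Times: 30 min enzyme-substrate-compound incubation at room temperature. Detection: luminescence from enzymatic CDP-Star hydrolysis. Doses: test compounds delivered from DMSO solution.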
NALP3 yeast inh: NALP3 inflammasome inhibitors in reconstituted yeast, primary screen, luminescence, uHTS | Yeast reconstituted NLRP3/ASC/caspase-1, beta-gal luminescence, 24 h | inhibition, % at 10 µM | 330,000 compounds, 0.39% hits | AID 2825, 2010;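 active means inhibition of 50% or more; inactive means inhibition below 50%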;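 further: plate controls were induced DMSO wells for no effect and uninduced yeast grown without galactose for full effect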
Apaf1 inhib: inhibitors of human Apaf-1 apoptosome, primary screen, biochemical, DEVD-Rh110 fluorescence, uHTS. reconstituted apoptosome caspase-3 activity. inhibition, % at 20 µM. 330,000 compounds, 0.71% hits. Apoptotic protease-activating factor 1 (Homo sapiens), O14727; active means inhibition of at least 40% at 20 µM;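 further: plate controls were DMSO wells for no effect and DEVD-CHO caspase inhibitor wells for full effect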
Target sequence (O14727 whole entry, looked up): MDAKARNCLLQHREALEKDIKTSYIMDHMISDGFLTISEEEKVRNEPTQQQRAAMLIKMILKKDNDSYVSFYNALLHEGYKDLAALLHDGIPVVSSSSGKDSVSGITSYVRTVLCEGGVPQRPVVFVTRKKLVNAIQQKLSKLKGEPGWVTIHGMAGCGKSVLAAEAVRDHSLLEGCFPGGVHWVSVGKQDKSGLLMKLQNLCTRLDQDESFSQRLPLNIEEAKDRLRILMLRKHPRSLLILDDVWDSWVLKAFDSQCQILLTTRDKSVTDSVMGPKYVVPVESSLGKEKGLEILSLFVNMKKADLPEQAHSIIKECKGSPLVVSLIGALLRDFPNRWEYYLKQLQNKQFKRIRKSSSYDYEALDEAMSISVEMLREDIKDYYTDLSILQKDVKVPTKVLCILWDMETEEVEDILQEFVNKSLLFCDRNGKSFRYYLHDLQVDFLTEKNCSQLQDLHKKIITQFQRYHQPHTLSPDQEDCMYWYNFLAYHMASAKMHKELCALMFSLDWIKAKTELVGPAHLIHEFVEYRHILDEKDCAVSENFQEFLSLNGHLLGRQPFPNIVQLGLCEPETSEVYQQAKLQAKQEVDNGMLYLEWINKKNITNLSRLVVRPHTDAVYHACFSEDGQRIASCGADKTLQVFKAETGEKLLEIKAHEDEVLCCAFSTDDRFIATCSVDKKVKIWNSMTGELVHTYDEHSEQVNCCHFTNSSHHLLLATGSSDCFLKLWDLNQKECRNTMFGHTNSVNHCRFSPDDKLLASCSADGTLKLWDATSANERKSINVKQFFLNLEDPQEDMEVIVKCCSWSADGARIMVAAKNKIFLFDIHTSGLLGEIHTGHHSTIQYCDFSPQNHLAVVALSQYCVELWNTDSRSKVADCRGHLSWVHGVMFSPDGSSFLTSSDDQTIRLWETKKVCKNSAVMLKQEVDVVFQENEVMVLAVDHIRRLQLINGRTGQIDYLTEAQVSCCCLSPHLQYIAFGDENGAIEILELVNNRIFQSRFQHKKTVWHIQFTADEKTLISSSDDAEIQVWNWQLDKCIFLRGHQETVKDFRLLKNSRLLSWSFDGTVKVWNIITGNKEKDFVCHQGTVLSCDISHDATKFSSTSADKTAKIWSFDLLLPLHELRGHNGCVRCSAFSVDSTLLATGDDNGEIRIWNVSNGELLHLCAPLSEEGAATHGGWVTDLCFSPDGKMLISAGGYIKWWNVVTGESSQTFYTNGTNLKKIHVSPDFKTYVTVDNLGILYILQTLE
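Medium: Hepes buffer, pH 7.5 / System: biochemical Apaf-1 apoptosome reconstitution / Measured by: Rh110 fluorescence, excitation 480 nm, emission 540 nm / Times: compound with Apaf-1, dATP, procaspase-3 30 min, then 50 min reaction, room temperature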
ATG4B inhibitor: ATG4B protease inhibitors, primary screen, biochemical, fluorescence, uHTS; Cysteine protease ATG4B (Homo sapiens), Q9Y4P1; ATG4B cleavage of LC3-PLA2, NBD-HPC fluorescence, 1 h; inhibition, % at 8.33 µM; 340,000 compounds, 0.51% hits; AID 504462, 2011; in the data active means inhibition above about 40%
hIAP activ: human IAP activators, primary screen, biochemical, luminescence, uHTS; 330,000 compounds, 0.16% hits; purified human IAP, CDP-Star luminescence, 30 min; stronger effect = higher value; 1 = vehicle-only enzyme, 0 = enzyme-free background; activation factor at 10 µM; Intestinal-type alkaline phosphatase (Homo sapiens), P09923;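 active means activation factor of the enzyme at least 2-fold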; further: the source names both 10 and 20 µM as test concentration; values of inactives mirror those of a sister screen read the other way
TIM10 inh: growth inhibitors of isogenic TIM10 control yeast, primary screen, counter-screen for tim10-1 yeast inhibitor project, luminescence, uHTS; inhibition, % at 10 µM; 330,000 compounds, 1.4% hits; S. cerevisiae TIM10 strain growth, BacTiter-Glo luminescence, 24 h; AID 463195, 2010;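 active means inhibition of 40% or more at the single tested concentration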;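 further: wild-type TIM10 isogenic control strain grown at permissive 25 °C; 0% = DMSO yeast wells and 100% = minimal medium wells without yeast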
An asterisk follows results filed as active; · = no result given. Not a hit list; overall some 4.5% were active at least once.

Results follow in this order: hIAP block | tim10-1 inh | mIAP block | mIAP activ | NALP3 yeast inh | Apaf1 inhib | ATG4B inhibitor | hIAP activ | TIM10 inh
- CC(C)NC(=S)Nc1cccc2cnccc12
→ 15 | -13 | 10 | 0.9 | 18 | 6 | -1 | 0.85 | -7
- CN(C1CCCCC1)S(=O)(=O)c1cc2c(cc1Cl)NC(=O)CO2
→ 7 | 47* | 10 | 0.9 | 21 | 4 | 0 | 0.93 | 6
- Cc1ccc(C(=O)N/C(=C\c2ccco2)C(=O)NCCCn2ccnc2)cc1
→ 4 | -11 | 0 | 1 | 5 | 10 | 4 | 0.96 | -2
- CCOc1ccc(OCC(=O)c2c(O)c3ccccc3oc2=O)cc1
→ -27 | 27 | -6 | 1.1 | 10 | 5 | 0 | 1.3 | 9
- COc1ccc(OC(C)C(=O)Nc2ccccc2F)cc1 (stereo not given)
→ -8 | 10 | 5 | 0.95 | 21 | 4 | 1 | 1.1 | 4
- O=C(NCC(c1ccco1)N1CCc2ccccc21)C(=O)Nc1ccccc1F (stereo not given)
→ 6 | -6 | 8 | 0.92 | 27 | 11 | 27 | 0.94 | 7
- O=C(NC(C(=O)N/N=C/c1c2ccccc2cc2ccccc12)c1n[nH]c(=O)c2ccccc12)c1ccccc1 (stereo not given)
→ -3 | 21 | -4 | 1 | -11 | 22 | -2 | 1 | 23
- CCN(CC)c1nc(C)nc2c1cnn2CCc1ccccc1
→ -2 | 22 | 4 | 0.96 | 17 | 1 | -3 | 1 | 20
- CN(C)S(=O)(=O)c1cccc(NC(=O)c2cccc(S(=O)(=O)N3CCCCCC3)c2)c1
→ -8 | 11 | 6 | 0.94 | -7 | 11 | -15 | 1.1 | 15
- CN(C(=O)CCc1nc(-c2ccccc2F)no1)c1ccccc1
→ 4 | 7 | -1 | 1 | 7 | -21 | 2 | 0.95 | -5
- COc1ccc(OC)c(C(=O)NC2CCSc3ccccc32)c1 (stereo not given)
→ 11 | -45 | 4 | 0.96 | 26 | 9 | -4 | 0.89 | 1
- Cc1cccc(C)c1NC(=O)C(=O)NCCCN1CCOCC1
→ -7 | 6 | -5 | 1 | 2 | 4 | 2 | 1.1 | -10
- COc1ccc(N(CC(=O)NCCC2=CCCCC2)S(C)(=O)=O)cc1
→ 16 | 19 | 6 | 0.94 | 3 | -7 | 3 | 0.84 | 13
- COc1ccc(C(=O)N2CCN=C2SCc2cccnc2)c(OC)c1
→ 9 | -2 | 2 | 0.98 | 3 | -9 | -8 | 0.91 | 2
- CCOc1ccc(-n2c(SCC(=O)N3CCC(C(=O)O)CC3)nc3ccccc3c2=O)cc1
→ 5 | 3 | 8 | 0.92 | 9 | -4 | -3 | 0.95 | 6

Results follow in this order: hIAP block | tim10-1 inh | mIAP block | mIAP activ | NALP3 yeast inh | Apaf1 inhib | ATG4B inhibitor | hIAP activ | TIM10 inh
- N#Cc1nc(COc2ccccc2Cl)oc1NCc1cccnc1
→ -14 | -13 | 6 | 0.94 | 0 | -10 | -1 | 1.1 | -5
- CC(=O)c1ccc(S(=O)(=O)N(C)CC(=O)Nc2cc(C)on2)cc1
→ -3 | 11 | 7 | 0.93 | 11 | -6 | 7 | 1 | 13
- Cc1cccc(C(=O)N2CCC(c3nc(-c4ccc(S(=O)(=O)N5CCOCC5)cc4)no3)CC2)c1
→ 9 | 19 | 2 | 0.98 | 5 | 4 | -16 | 0.91 | 9
- CCCc1nc2ccccc2c(C(=O)OCC(=O)Nc2cccc(S(=O)(=O)N3CCOCC3)c2)c1CC
→ -2 | 7 | -3 | 1 | 2 | 21 | -20 | 1 | -3
- COC(=O)C(CCSC)NC(=O)c1cc2c(n(-c3ccccc3)c1=O)CC(C)(C)CC2=O (stereo not given)
→ -2 | 4 | 15 | 0.85 | -1 | 0 | 2 | 1 | 6
- CCOC(=O)c1c(-c2ccc(OC)cc2)csc1NC(=O)CSc1ccccc1
→ -12 | 21 | 11 | 0.89 | -4 | 3 | -16 | 1.1 | 27
- CCC(C)c1cc(S(=O)(=O)N2CCOCC2)ccc1OC (stereo not given)
→ 5 | 30 | -6 | 1.1 | -3 | 19 | 0 | 0.95 | 13
- O=S(=O)(NCC1CCCO1)c1ccc(S(=O)(=O)N(Cc2ccc(F)cc2)Cc2ccco2)cc1 (stereo not given)
→ 5 | -3 | -6 | 1.1 | -8 | 15 | -5 | 0.95 | -9
- Cc1c(NC(=O)CCCCCN2C(=O)c3ccccc3C2=O)c(=O)n(-c2ccccc2)n1C
→ 3 | 3 | 1 | 0.99 | 10 | 7 | -7 | 0.97 | -8
- O=Cc1c(Sc2ccccn2)nc2ccccn2c1=O
→ 4 | 10 | -4 | 1 | -4 | 10 | 0 | 0.96 | 10
- COc1ccccc1N(CC(=O)NCC1CCCO1)C(=O)CNS(=O)(=O)c1ccc(Cl)cc1 (stereo not given)
→ -15 | -6 | 0 | 1 | -3 | -14 | -4 | 1.2 | -16
- CCn1c(SCC(=O)N=Nc2c(O)[nH]c3ccccc23)nc2ccccc21
→ -10 | 36 | 24 | 0.76 | 15 | 13 | 7 | 1.1 | 19
- COc1cc(C(=O)O)nc2ccccc12
→ -2 | -20 | 2 | 0.98 | -12 | -6 | -5 | 1 | -2
- Cc1ccc(NC2CCCN(C(=O)c3ccc(C)c(N4CCNC4=O)c3)C2)cc1C (stereo not given)
→ -14 | -4 | -6 | 1.1 | 1 | 8 | 5 | 1.1 | 9
- CCOC(=O)C1CCN(C(=O)C2CCN(S(=O)(=O)c3cccc4nsnc34)CC2)CC1
→ -9 | 13 | -1 | 1 | 7 | -9 | -5 | 1.1 | -3

A draw from above in order of heavy-atom count, smallest number first:
Results follow in this order: hIAP block | tim10-1 inh | mIAP block | mIAP activ | NALP3 yeast inh | Apaf1 inhib | ATG4B inhibitor | hIAP activ | TIM10 inh
- COc1cc(C(=O)O)nc2ccccc12
→ -2 | -20 | 2 | 0.98 | -12 | -6 | -5 | 1 | -2
- N#Cc1nc(COc2ccccc2Cl)oc1NCc1cccnc1
→ -14 | -13 | 6 | 0.94 | 0 | -10 | -1 | 1.1 | -5
- CCn1c(SCC(=O)N=Nc2c(O)[nH]c3ccccc23)nc2ccccc21
→ -10 | 36 | 24 | 0.76 | 15 | 13 | 7 | 1.1 | 19
- Cc1ccc(NC2CCCN(C(=O)c3ccc(C)c(N4CCNC4=O)c3)C2)cc1C (stereo not given)
→ -14 | -4 | -6 | 1.1 | 1 | 8 | 5 | 1.1 | 9
- Cc1c(NC(=O)CCCCCN2C(=O)c3ccccc3C2=O)c(=O)n(-c2ccccc2)n1C
→ 3 | 3 | 1 | 0.99 | 10 | 7 | -7 | 0.97 | -8
- O=S(=O)(NCC1CCCO1)c1ccc(S(=O)(=O)N(Cc2ccc(F)cc2)Cc2ccco2)cc1 (stereo not given)
→ 5 | -3 | -6 | 1.1 | -8 | 15 | -5 | 0.95 | -9
- CCCc1nc2ccccc2c(C(=O)OCC(=O)Nc2cccc(S(=O)(=O)N3CCOCC3)c2)c1CC
→ -2 | 7 | -3 | 1 | 2 | 21 | -20 | 1 | -3

The results go on:
Letter code: A = hIAP block; B = tim10-1 inh; C = mIAP block; D = mIAP activ; E = NALP3 yeast inh; F = Apaf1 inhib; G = ATG4B inhibitor; H = hIAP activ; I = TIM10 inh
Molecule: CCCn1c(=N)c(C(=O)NC2CCCC2)cc2c(=O)n3cccc(C)c3nc21
  A: 20 | B: -28 | C: 13 | D: 0.87 | E: -8 | F: -8 | G: 16 | H: 0.8 | I: -20

Molecule: CCN=C1S/C(=C\c2ccc(OC)c(OCC)c2)C(=O)N1CC
  A: -15 | B: 20 | C: 5 | D: 0.95 | E: 13 | F: 6 | G: · | H: 1.2 | I: 9

Molecule: Cc1cccc(-c2nc(CC(=O)Nc3cccc(S(=O)(=O)NC4=NCCC4)c3)cs2)c1
  A: -6 | B: -5 | C: -4 | D: 1 | E: 10 | F: 1 | G: -13 | H: 1.1 | I: -2

Molecule: COc1ccc2ccccc2c1/C=N/NC(=S)Nc1cc(S(=O)(=O)N2CCOCC2)ccc1N1CCOCC1
  A: 10 | B: 27 | C: 13 | D: 0.87 | E: 21 | F: -8 | G: -11 | H: 0.9 | I: -3

Molecule: CCc1nnc(NC(=O)COc2ccc3ccccc3c2)s1
  A: 8 | B: -7 | C: 11 | D: 0.89 | E: 10 | F: 11 | G: -12 | H: 0.92 | I: -11

Molecule: CN(C)c1ccc(C(CNC(=O)c2ccc(F)cc2)c2c[nH]c3ccccc23)cc1 (stereo not given)
  A: -43 | B: 37 | C: -11 | D: 1.1 | E: -2 | F: 3 | G: 6 | H: 1.4 | I: 33

Molecule: CCOC(=O)c1ccc(NC2=CC(=O)CC(c3ccco3)C2)cc1 (stereo not given)
  A: 1 | B: 13 | C: 1 | D: 0.99 | E: 13 | F: 6 | G: 0 | H: 0.99 | I: 14

Molecule: CC(C)(C)C(=O)CSc1nc(N)cc(=O)[nH]1
  A: 1 | B: 8 | C: -5 | D: 1.1 | E: -10 | F: -16 | G: 0 | H: 0.99 | I: -1

Molecule: CCC(CC)COC(=O)C1=C(C)NC(=O)NC1c1ccc(OC)cc1 (stereo not given)
  A: 2 | B: -1 | C: -11 | D: 1.1 | E: 19 | F: 12 | G: 0 | H: 0.98 | I: -18

Molecule: CN1CCN(S(=O)(=O)c2ccc(NC(=O)c3ccc([N+](=O)[O-])cc3)cc2)CC1
  A: -10 | B: 22 | C: -10 | D: 1.1 | E: 3 | F: 4 | G: 5 | H: 1.1 | I: 3

Molecule: COc1ccc(C(NC(=O)c2cccc(F)c2)c2ccccc2)cc1 (stereo not given)
  A: -7 | B: 15 | C: -1 | D: 1 | E: 19 | F: 5 | G: 35 | H: 1.1 | I: 7

Molecule: COc1cc2ncnc(NCc3ccccc3)c2cc1OC
  A: 29 | B: -18 | C: -8 | D: 1.1 | E: 10 | F: -12 | G: -7 | H: 0.71 | I: 3

Molecule: CCN(CC(=O)Nc1ccccc1OC)CC(=O)Nc1c(Cl)ccc(C)c1Cl
  A: -79 | B: 12 | C: -12 | D: 1.1 | E: 22 | F: -18 | G: 1 | H: 1.8 | I: -5

Molecule: COc1ccc(CNC(=O)Nc2ccc(C)c(C)c2)cc1
  A: -27 | B: -6 | C: -39 | D: 1.4 | E: 28 | F: 4 | G: -6 | H: 1.3 | I: -6

Molecule: CSc1cccc(NC(=O)Nc2ccccc2C(N)=O)c1
  A: -4 | B: 0 | C: -9 | D: 1.1 | E: 11 | F: 8 | G: -1 | H: 1 | I: 16

Molecule: O=C(COC(=O)Cn1cnc2ccccc21)Nc1cccc2c1C(=O)c1ccccc1C2=O
  A: 1 | B: -2 | C: 6 | D: 0.94 | E: 15 | F: 5 | G: -8 | H: 0.99 | I: -37
